FN deposition inh: fibronectin deposition inhibition. AH1F fibroblasts, Alexa488-fibronectin deposition fluorescence, overnight. inhibition, % at 12.6 µM. actives 0.086% (n = 350,000). AID 743247;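 active = mean inhibition across replicates of 30% or more, regardless of how many single replicates reach that level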;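 also: positive control wells lacked labelled fibronectin entirely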
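Material – AH1F fibroblast monolayer, labelled fibronectin deposition · Reagent – labelled fibronectin 24 nM · Timing – 1 h adhesion, overnight exposure · Measured by – fluorescence at 485 nm excitation, 525 nm emission · Read-out – inhibition of fibronectin deposition signal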
PGC1a acetyl inh: lowers PGC1a acetylation signal in U2OS cells. AlphaScreen anti-acetyl-lysine; with virally co-expressed GCN5 acetyltransferase. inhibition, % at 15.6 µM. actives 0.17% (n = 350,000);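 active = every replicate shows inhibition of at least 40%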;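 also: 0% = neutral control wells and 100% = positive control wells; some results beyond the cut were filed as inactive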
PAX8 reporter: PAX8 transcriptional activity inhibition; RMG-I TPO-luciferase reporter, SteadyGlo, 24 h; actives 1.2% (n = 360,000); inhibition, % at 12.6 µM;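 active = mean replicate inhibition at least 60% with every replicate also reaching 60%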;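 also: luciferase light reporting Pax8 driven TPO promoter activity; plate controls were median of neutral control wells for no effect and mitoxantrone controls for full effect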
miR122 inh: blocks miR-122 activity in Huh7 sensor cells | actives 0.3% (n = 340,000) | activation (reporter increase), % at 12.5 µM | AID 602342 | Huh7 miR-122 Renilla luciferase sensor, 48 h; neutral wells = 0, positive control = 100;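 active = mean replicate activation score at least 90 and every replicate individually at or above 90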;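 also: higher luciferase means less miR-122 activity so hits act as miR-122 inhibitors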
Cneo AK release: causes C. neoformans cell lysis; adenylate kinase release luminescence, 4 h; normalised: neutral wells 0, clomiphene wells 100; lysis activity, % at 15 µM; actives 0.2% (n = 360,000);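 active = mean lysis activity across replicates of at least 80%, whatever share of replicates individually reach that level; inactive = mean lysis activity below 80%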
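Assay system: Cryptococcus neoformans yeast cells / Dosing: single-point compound dose / Timing: 4 h at 37 °C static, read 1 h later / Measured by: luminescence of released adenylate kinase using an AK detection reagent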
EWS-Fli block: blocks EWS/Fli oncoprotein-driven transcription; A673 NR0B1-luciferase reporter, viability-normalised; inhibition, % at 12.6 µM; actives 0.67% (n = 350,000); AID 651661;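 active = mean inhibition of at least 50% after viability correction, with every replicate also passing that limit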;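 also: firefly luciferase signal divided by Alamar Blue viability fluorescence both relative to DMSO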
LGR2 inh: inhibitors of bursicon-induced Drosophila LGR2 receptor cAMP signaling. actives 0.35% (n = 380,000). HEK293 LGR2, CRE-luciferase, bursicon-stimulated, 4 h. inhibition, % at 9.99 µM;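 active = drop in luminescence signal, shown as inhibition above about 50% in the replicate tests, limit read from the data, passing the limit was not always enough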;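 also: agonist challenge used bursicon conditioned medium at about half maximal strength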
Casp6 inh: blocks human caspase-6 cleavage activity. P55212. purified caspase-6, Z-VEID-R110 cleavage fluorescence. inhibition, % at 12.5 µM. actives 0.53% (n = 350,000). AID 686996;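 active = mean inhibition across replicates at least about 35%, with every replicate also reaching that limit, limit read from the data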;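 also: 0% = median of neutral control wells and 100% = no fluorescence left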
Target sequence (P55212 24-179 limits assumed): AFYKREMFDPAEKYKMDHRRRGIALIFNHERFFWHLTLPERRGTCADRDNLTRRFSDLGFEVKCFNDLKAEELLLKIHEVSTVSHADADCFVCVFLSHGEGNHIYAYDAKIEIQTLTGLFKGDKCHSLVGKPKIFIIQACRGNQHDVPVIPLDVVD
Target sequence (P55212 194-293 limits assumed): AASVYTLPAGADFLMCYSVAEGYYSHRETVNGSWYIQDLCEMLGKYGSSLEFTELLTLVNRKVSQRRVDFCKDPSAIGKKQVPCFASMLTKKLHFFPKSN
Starred values were filed as active, the others as inactive; nt = no result given; [ ] = another dose, or the depositor's remark.

[1] O=c1c2ccccc2nc(SCc2ccccc2)n1CC1CCCO1 (centres undefined)
[2] COc1ccc(C)cc1NS(=O)(=O)c1ccc2c(c1)NC(=O)C(C)S2 (centres undefined)
[3] C[C@H]1CCCCO[C@H](CN(C)Cc2ccc3c(c2)OCO3)[C@@H](C)CN([C@@H](C)CO)C(=O)c2cc(NC(=O)c3ccccc3)ccc2O1
[4] O=C(c1ccc2c(Cl)c3c(nc2c1)CCCC3)N1CCC(N2CCCCC2)CC1
[5] O=C(NCCN=C1NS(=O)(=O)c2ccccc21)c1ccco1
[6] O=C(N/N=C/C=N/NC(=O)c1ccco1)c1ccco1
[7] Cn1c(N)c(C(=O)COC(=O)c2ccccc2C(=O)c2ccccc2)c(=O)n(C)c1=O
[8] Cn1c(SCc2cccc(F)c2)nnc1-c1ccccn1
assay / compound | 1 | 2 | 3 | 4 | 5 | 6 | 7 | 8
FN deposition inh | 2 | 13 | nt | 1 | nt | nt | 1 | 16
PGC1a acetyl inh | nt | nt | -10 | 19 | 0 | nt | -6 | -26
PAX8 reporter | 14 | 15 | -39 | 14 | nt | 7 | 6 | nt
miR122 inh | nt | nt | 13[16.7 µM] | 0 | nt | nt | 10 | 2
Cneo AK release | nt | nt | 1 | 1 | -3 | 1 | -2 | 3
EWS-Fli block | 21 | nt | 6 | -21 | 8 | nt | 2 | nt
LGR2 inh | -1 | 23 | 10 | nt | 2 | -15 | -3 | nt
Casp6 inh | -1 | 9 | 0 | -2 | -5 | -4 | 0 | nt

[9] CCOC(=O)c1sc2nc(C)nc(N3CCN(S(=O)(=O)c4ccccc4)CC3)c2c1C
[10] Cc1ccccc1CSCCNC(=O)c1ccccc1
[11] COc1ccc(CCNC(=O)c2cccc(C(=O)NCCc3ccc(OC)cc3)n2)cc1
[12] COC(=O)C[C@H]1CC[C@H]2[C@@H](COc3ccc(NC(=O)c4ccccc4OC)cc3C(=O)N2C)O1
[13] CC(C)=NNc1ncnc2nc[nH]c12
[14] CC(C)NC(=O)N(C)C[C@@H]1Oc2cc(C#CC3CC3)ccc2S(=O)(=O)N([C@H](C)CO)C[C@H]1C
[15] O=C(COc1ncnc2cc([N+](=O)[O-])ccc12)N(CCc1ccccc1)Cc1ccccc1
[16] CCOC(=O)c1c(N)sc(C(=O)N(CC)CC)c1C
assay / compound | 9 | 10 | 11 | 12 | 13 | 14 | 15 | 16
FN deposition inh | 4 | nt | -5 | -17 | 2 | nt | -8 | nt
PGC1a acetyl inh | -9 | 16 | 0 | 1 | -7 | -7 | nt | nt
PAX8 reporter | 9 | -5 | -17 | nt | 70* | nt | 9 | 7
miR122 inh | -7 | 2 | 3 | nt | -2 | 14[16.7 µM] | nt | -2
Cneo AK release | 3 | -1 | -5 | nt | nt | -1 | nt | 0
EWS-Fli block | -9 | nt | -4 | -10 | -2 | 0 | -15 | -7
LGR2 inh | -6 | -5 | nt | -2 | nt | -3 | nt | 19
Casp6 inh | 0 | nt | 5 | -1 | -3 | 1 | -2 | -4

[17] CCc1ccc(NC(=O)N2CCN(c3ccc(F)cc3)CC2)cc1
[18] CCNC(=O)C1CCCN(C(=O)c2ccc(F)c(Cl)c2)CC1 (centres undefined)
[19] Nc1n[nH]c2cc(=O)n(-c3cccc(C(F)(F)F)c3)nc12
[20] CCOCCCNC(=O)C1CCN(Cc2ccc(OCc3ccccc3)c(OC)c2)CC1
[21] O=c1c2ccccc2cnn1-c1ccc2ccccc2c1
[22] CCCCNC(=O)COC(=O)c1ccc(NS(=O)(=O)c2ccc3c(c2)OCCO3)cc1
[23] Nc1ccn([C@@H]2O[C@H](C(=O)N[C@H](Cc3ccccc3)C(=O)NCC(=O)N3CCOCC3)[C@@H](O)[C@H]2O)c(=O)n1
[24] CC(C)CC1C(=O)N(Cc2cn(CCC3OCCCO3)nn2)CCS(=O)(=O)N1Cc1ccc(-c2ccc(Cl)c(Cl)c2)cc1 (centres undefined)
assay / compound | 17 | 18 | 19 | 20 | 21 | 22 | 23 | 24
FN deposition inh | -9 | nt | -4 | 0 | -5 | -3 | 3 | 9
PGC1a acetyl inh | nt | nt | nt | -15 | -9 | 7 | nt | -16
PAX8 reporter | -24 | 76* | 6 | -88 | nt | 5 | -8 | 43
miR122 inh | nt | -4 | -16 | -6 | -3 | 2 | nt | -7
Cneo AK release | nt | 12 | 0 | 1 | -10 | 0 | nt | -2
EWS-Fli block | -4 | -6 | 20 | -20 | nt | nt | -4 | 2
LGR2 inh | 17 | -4 | 18 | -42 | 36 | nt | -19 | 8
Casp6 inh | -1 | -1 | 2 | -3 | nt | nt | -17 | 0

[25] CC1(CCc2ccccc2)NC(=O)N(Cc2nnc(-c3ccccc3Br)o2)C1=O (centres undefined)
[26] Cc1ccc(S(=O)(=O)NCC2CCC(C(=O)NCCCN3CCCC3=O)CC2)cc1 (centres undefined)
[27] CCOC(=O)C1CCN(C(=O)C(CCSC)NC(=O)COc2ccccc2)CC1 (centres undefined)
[28] Cc1cc(C)cc(OCC(=O)Nc2ccccc2C(=O)N2CCOCC2)c1
[29] CCOC(=O)c1ccc(NS(=O)(=O)CC)cc1
[30] C[C@@H]1CN([C@H](C)CO)S(=O)(=O)c2ccc(-c3ccc(F)cc3)cc2O[C@H]1CN(C)C(=O)C1CCC1
[31] CC(C)C[C@@H](CSc1ccc(Br)cc1)N1CCN(C)CCC1=O
[32] N#C/C(=C/c1ccc(-c2ccc([N+](=O)[O-])cc2)o1)c1nnc(N2CCOCC2)n1-c1ccccc1
assay / compound | 25 | 26 | 27 | 28 | 29 | 30 | 31 | 32
FN deposition inh | nt | 1 | -1 | nt | 0 | nt | -15 | 1
PGC1a acetyl inh | 2 | -7 | -2 | 7 | 9 | 2 | 4 | 8
PAX8 reporter | nt | 2 | -3 | 10 | nt | nt | -80 | -6
miR122 inh | 0 | -6 | -4 | 7 | 30 | 11[16.7 µM] | -3 | -9
Cneo AK release | 1 | 5 | 0 | 0 | -2 | nt | -2 | nt
EWS-Fli block | nt | nt | -2 | 7 | nt | -2 | -75 | -13
LGR2 inh | -24 | 7 | 5 | -2 | nt | 17 | -83 | 7
Casp6 inh | nt | 1 | 2 | 4 | nt | nt | 0 | -2

[33] NS(=O)(=O)c1ccc(CCNC(=O)COC(=O)Cc2ccc([N+](=O)[O-])cc2)cc1
[34] Cc1cccc(NS(=O)(=O)c2ccc(-n3cccn3)cc2)c1C
[35] C[C@@H]1CN([C@@H](C)CO)C(=O)c2cc(-c3cccc(C#N)c3)cnc2O[C@@H]1CN(C)Cc1ccc(F)cc1
[36] Cc1ccc(S(=O)(=O)c2nc(NN(C)C)sc2Cl)cc1
[37] CN(C)Cc1ccccc1Sc1ccc2c(c1)CCCC2
[38] CC1CN(c2ccc(Cl)nn2)CC(C)O1 (centres undefined)
[39] CCN(CC)C(=O)Cn1cc(S(=O)(=O)CC(=O)Nc2cccc(NC(C)=O)c2)c2ccccc21
[40] CCCN1[C@@H]2c3ccc(C4=CCCCC4)c(=O)n3C[C@H]1[C@H](CO)[C@H]2C(=O)NCCc1ccncc1
assay / compound | 33 | 34 | 35 | 36 | 37 | 38 | 39 | 40
FN deposition inh | 4 | 11 | nt | nt | 5 | -9 | -22 | nt
PGC1a acetyl inh | 9 | -4 | -10 | 1 | -10 | 23 | nt | 8
PAX8 reporter | -5 | 17 | nt | 19 | 11 | -7 | -11 | 0
miR122 inh | -7 | 5 | 0[16.7 µM] | nt | 2 | -2 | 6 | nt
Cneo AK release | -3 | 3 | 0 | nt | 5 | nt | 0 | nt
EWS-Fli block | 1 | 1 | 11 | 13 | 10 | 0 | 3 | -1
LGR2 inh | 18 | -3 | 7 | 24 | 12 | 16 | 12 | -9
Casp6 inh | 0 | 0 | 1 | 1 | 2 | 4 | 1 | -3

A different layout for part of the listing above:
Values in the order – FN deposition inh	PGC1a acetyl inh	PAX8 reporter	miR122 inh	Cneo AK release	EWS-Fli block	LGR2 inh	Casp6 inh
(32) N#C/C(=C/c1ccc(-c2ccc([N+](=O)[O-])cc2)o1)c1nnc(N2CCOCC2)n1-c1ccccc1
→ 1	8	-6	-9	nt	-13	7	-2
(33) NS(=O)(=O)c1ccc(CCNC(=O)COC(=O)Cc2ccc([N+](=O)[O-])cc2)cc1
→ 4	9	-5	-7	-3	1	18	0
(34) Cc1cccc(NS(=O)(=O)c2ccc(-n3cccn3)cc2)c1C
→ 11	-4	17	5	3	1	-3	0
(35) C[C@@H]1CN([C@@H](C)CO)C(=O)c2cc(-c3cccc(C#N)c3)cnc2O[C@@H]1CN(C)Cc1ccc(F)cc1
→ nt	-10	nt	0[16.7 µM]	0	11	7	1
(36) Cc1ccc(S(=O)(=O)c2nc(NN(C)C)sc2Cl)cc1
→ nt	1	19	nt	nt	13	24	1
(37) CN(C)Cc1ccccc1Sc1ccc2c(c1)CCCC2
→ 5	-10	11	2	5	10	12	2
(38) CC1CN(c2ccc(Cl)nn2)CC(C)O1 (centres undefined)
→ -9	23	-7	-2	nt	0	16	4
(39) CCN(CC)C(=O)Cn1cc(S(=O)(=O)CC(=O)Nc2cccc(NC(C)=O)c2)c2ccccc21
→ -22	nt	-11	6	0	3	12	1
(40) CCCN1[C@@H]2c3ccc(C4=CCCCC4)c(=O)n3C[C@H]1[C@H](CO)[C@H]2C(=O)NCCc1ccncc1
→ nt	8	0	nt	nt	-1	-9	-3

Remaining list, next part
[41] CC(C)c1ccc(NC(=S)N2CCN(C)CC2)cc1
[42] CC(C)CCNC(=O)CCc1nnc2n(CCCOC(C)C)c(=O)c3ccccc3n12
[43] O=C(COC(=O)C1CCCO1)Nc1cccc(C(F)(F)F)c1 (centres undefined)
[44] CC(C)NC(=O)N(C)C[C@@H]1OCCCC[C@H](C)Oc2ccc(NC(=O)CCCN(C)C)cc2C(=O)N([C@@H](C)CO)C[C@H]1C
[45] O=C(N/N=C/c1c[nH]c2ccccc12)c1cccc(Cl)c1
[46] Cc1ccc(OCc2cc(C(=O)NC(C)Cc3cccc(C)n3)no2)cn1 (centres undefined)
[47] Cc1cc(N=Nc2ccc(C)c(N=Nc3cc(C)c(N)cc3N)c2)c(N)cc1N
[48] CN1C(=O)c2cc(NC(=O)Cc3ccccc3)ccc2OC[C@H]2O[C@H](CC(=O)NCc3ccc(Cl)cc3)CC[C@@H]21
assay / compound | 41 | 42 | 43 | 44 | 45 | 46 | 47 | 48
FN deposition inh | 2 | nt | -4 | nt | 4 | -13 | -5 | -9
PGC1a acetyl inh | 14 | -3 | 6 | -7 | 2 | 3 | nt | -10
PAX8 reporter | -31 | -13 | nt | -8 | 9 | 25 | 25 | 3
miR122 inh | 21 | 1 | 1 | 5[16.7 µM] | 8 | 2 | 21 | 80[16.7 µM]
Cneo AK release | 5 | -5 | 3 | -1 | -1 | 1 | -3 | -1
EWS-Fli block | nt | 2 | nt | nt | -9 | nt | -28 | 2
LGR2 inh | -3 | -4 | nt | nt | -62 | 11 | 38 | -6
Casp6 inh | -3 | -2 | nt | -3 | 0 | 2 | -22 | nt

[49] CCC(=O)c1cc2c(C)cc(=O)oc2c(C)c1OC(=O)C(C)C
[50] O=C(CSc1nncn1-c1cccnc1)N(c1ccccc1)c1ccccc1
[51] Cc1ccc(N2C(=O)c3cccc([N+](=O)[O-])c3C2=O)cc1C
[52] CCCN(CCC)C(=O)CC(c1ccccc1)C1CCOC(C)(C)C1 (centres undefined)
assay / compound | 49 | 50 | 51 | 52
FN deposition inh | 5 | 3 | -13 | -8
PGC1a acetyl inh | nt | nt | -11 | -2
PAX8 reporter | 72* | -1 | -13 | -1
miR122 inh | nt | nt | 0 | nt
Cneo AK release | nt | nt | 0 | nt
EWS-Fli block | 1 | -5 | 1 | 5
LGR2 inh | 4 | 15 | -11 | 26
Casp6 inh | -2 | 2 | 0 | -2

Screening results deposited in PubChem BioAssay by Broad Institute.
